Source: PubChem
RmlC RmlD mix – inhibitors of RmlC and RmlD coupled enzymes; RmlC/RmlD coupled enzyme inhibition, 384-well mixture HTS; inhibition, % at 5.5 µM; 110,000 tested, 0.39% active; in the data active means inhibition above about 30%, passing the limit was not always enough; further: strong numbers were not always called active
RT RNaseH block – blocks HIV-1 RNase H cleavage of RNA/DNA duplex | AID 565 | RT-RNase H RNA/DNA duplex cleavage, fluorescence | inhibition, % at 10 µM | 65,000 tested, 1.9% active | P04585; in the data active means inhibition above about 50%
* hit, by the source's call; / = no result given. A portion of the library; rates above refer to the full screens.

Sample of the layout:
SMILES | RmlC RmlD mix | RT RNaseH block
Cc1csc(NC(CO)c2nc3ccccc3n2CCOCCO)n1 (centres undefined) | 1.0 | /
CCCNc1nc2c(c(=O)n(C)c(=O)n2C)n1CCC(C)C | 8.2 | 2.3
CC(=O)N1CCC(O)(c2cccc(C(F)(F)F)c2)CC1 | -59.4 | 2.2
O=C(Nc1cccc2ccccc12)N1CCOCC1 | 6.5 | -9.0
CC1=C(C(=O)Nc2cc(C)ccn2)C(c2ccc(C)cc2)C2=C(CCCC2=O)N1 (centres undefined) | 2.6 | 4.7
CCN1CCCC1CNCc1cccc(OC)c1OCc1ccccc1F (centres undefined) | 11.3 | /
Fc1ccc(/C=N/c2c(-c3ccc(F)cc3)nc3n2CCS3)cc1 | 6.7 | /

All compounds of this part (from the top)
SMILES | RmlC RmlD mix | RT RNaseH block
Cc1csc(NC(CO)c2nc3ccccc3n2CCOCCO)n1 (centres undefined) | 1.0 | /
CCCNc1nc2c(c(=O)n(C)c(=O)n2C)n1CCC(C)C | 8.2 | 2.3
CC(=O)N1CCC(O)(c2cccc(C(F)(F)F)c2)CC1 | -59.4 | 2.2
O=C(Nc1cccc2ccccc12)N1CCOCC1 | 6.5 | -9.0
CC1=C(C(=O)Nc2cc(C)ccn2)C(c2ccc(C)cc2)C2=C(CCCC2=O)N1 (centres undefined) | 2.6 | 4.7
CCN1CCCC1CNCc1cccc(OC)c1OCc1ccccc1F (centres undefined) | 11.3 | /
Fc1ccc(/C=N/c2c(-c3ccc(F)cc3)nc3n2CCS3)cc1 | 6.7 | /
Cc1ccccc1NC(=S)NNC(=O)c1csc2c1CCC(C)C2 (centres undefined) | 10.1 | /
COc1cc(Cl)c(C)cc1NC(=O)COc1ccccc1[N+](=O)[O-] | -2.5 | /
Cc1ccc(C)c(NS(=O)(=O)c2cc(C(=O)NCc3ccco3)ccc2C)c1 | 7.9 | /
COc1ccc(S(=O)(=O)N2CCN(CC(=O)Nc3ccc(F)c(F)c3)CC2)cc1 | 11.0 | -0.3
C1CN(c2nc3nonc3n3nnnc23)CCO1 | -30.8 | -4.9
CCCCCSc1nc(C)c(CC(=O)O)c(=O)[nH]1 | -7.5 | -0.8
Cc1ccc(C(=O)NCCCn2ccnc2)cn1 | -10.4 | /
O=C1CC(c2ccco2)CC(O)=C1C=NCCO (centres undefined) | 9.2 | -1.0
CCN1C(=O)/C(=C\N2CCN(c3ccccc3)CC2)SC1=S | -10.4 | 6.8
OCCCn1c(-c2ccccc2)nc(=S)c2c1CCCC2 | -12.3 | /
COc1ccccc1NC(=O)N1CCN(c2cc(-c3ccccc3)nc3ncnn23)CC1 | 5.9 | -2.0
COc1ccc(CNC(=O)c2cc3c(C)nc4ccccc4c3o2)c(OC)c1 | 14.1 | -19.5
Cc1ccc(C)c(/C(O)=C2\C(=O)C(=O)N(CCCn3ccnc3)C2c2cccnc2)c1 (centres undefined) | -4.1 | /

Single values from the entries so far:
Reading of Cc1ccc(C)c(NS(=O)(=O)c2cc(C(=O)NCc3ccco3)ccc2C)c1 under RmlC RmlD mix: 7.9
Reading of Cc1ccccc1NC(=S)NNC(=O)c1csc2c1CCC(C)C2 (centres undefined) under RmlC RmlD mix: 10.1

Additional structures.
SMILES | RmlC RmlD mix | RT RNaseH block
Cc1c(C(=O)NC(C)CCc2ccccc2)cccc1[N+](=O)[O-] (centres undefined) | 4.7 | /
Cc1cc(Nc2nnnn2-c2ccccc2)n(-c2ccc(Cl)cc2)n1 | 3.5 | -13.1
COc1ccc2c(c1[N+](=O)[O-])CCC/C2=N/OC(=O)c1ccccc1SC | -17.9 | /
CCOC(=O)c1c(NC(=O)CN(C)C)sc(C(=O)N(CC)CC)c1C | -16.3 | /
O=C(CCCn1c(=O)[nH]c2ccsc2c1=O)NCc1cccs1 | -10.1 | -8.6
Cc1ccc(S(=O)(=O)N2CCN(C(=O)COC(=O)c3cc(C)oc3C)CC2)cc1 | / | 13.1
COc1cc(NC(=O)c2cnc(N)o2)cc(C(=O)Nc2cccc(C(F)(F)F)c2)c1 | 8.4 | /
CCC(C)C(NC(=O)OCc1ccccc1)C(=O)OCN1C(=O)c2ccccc2C1=O (centres undefined) | -99.9 | /
CCOC(=O)C1C(=O)CC(O)(c2ccccc2)CC1c1ccccc1 (centres undefined) | 69.4 | 2.9
Cc1nc2ccccc2c(=O)n1/N=C/c1ccccn1 | 3.5 | -4.8
CCOC(=O)c1nnn(-c2nonc2N)c1CSc1ccc(C)cc1 | -10.2 | -14.2
COC/C=C/C1=CC2=CC(=O)C(C)(OC(=O)c3cnc4ccccc4n3)C(=O)C2=CN1CCc1ccccn1 (centres undefined) | -11.9 | /
c1cncc(CNc2c3c(nc4nnnn24)CCCC3)c1 | -9.8 | 1.7
COc1ccc(C(=O)CSc2nc(N)nc(SC)c2C#N)cc1 | -3.3 | /
Cn1c(=O)c2c(nc(Br)n2Cc2ccccc2Cl)n(C)c1=O | -13.1 | -15.9
CN(C)CCCOC(=O)c1ccc(Cl)cc1Cl | 9.2 | -5.1
O=C(Nc1nc2c(s1)CCc1ccccc1-2)c1cccs1 | -0.7 | 1.8
O=C(c1ccco1)N1C(=O)c2cccc3c(S(=O)(=O)N4CCCC4)ccc1c23 | 23.5 | -2.8
O=C(NCCc1c[nH]c2ccccc12)c1c(Cl)nc2sccn12 | 15.1 | 2.2
COc1ccc(N2C(C)=CS/C2=C(/C#N)c2nnc(N3CCOCC3)n2-c2ccccc2)cc1 | 4.4 | -4.0

A portion from the list above, for reference:
SMILES | RmlC RmlD mix | RT RNaseH block
CCC(C)C(NC(=O)OCc1ccccc1)C(=O)OCN1C(=O)c2ccccc2C1=O (centres undefined) | -99.9 | /
CCOC(=O)C1C(=O)CC(O)(c2ccccc2)CC1c1ccccc1 (centres undefined) | 69.4 | 2.9

Additional entries follow.
SMILES | RmlC RmlD mix | RT RNaseH block
COc1ccc(S(=O)(=O)NC2CCCCC2)c(C)c1C | -13.8 | -1.1
O=C1CC2(CCCC2)Oc2ccc(Cl)cc21 | 2.7 | /
O=C(Nc1ccc(S(=O)(=O)N2CCCCC2)cc1)c1ccc(CN2CCOCC2)cc1 | 5.6 | /
O=C(CSCCc1ccccn1)Nc1ccccn1 | 4.3 | -22.9
O=C(NCc1cccc(Cl)c1)c1cnn2c1NC(c1ccco1)CC2C(F)(F)F (centres undefined) | -4.7 | /
CC1=C(C)CC2C(=O)N(c3cccc4ccccc34)C(=O)C2C1 (centres undefined) | 7.8 | 38.3
Cc1cc(C)c2c(C)nn(C3CCCCC3)c2n1 | -11.8 | -9.6
Cc1ccc(CN2CCNC(=O)C2CC(=O)O)o1 (centres undefined) | -14.4 | -12.3
CCOC(=O)Cc1csc(NC(=O)CSc2nnc(-c3ccncc3)n2Cc2ccco2)n1 | -8.4 | -9.0
Cc1ccc(SC(C)C(=O)NCc2cccnc2)cc1 (centres undefined) | 7.3 | /
Cc1ccc(Nc2nc(Oc3ccc(=O)[nH]n3)nc(N(C)C)n2)cc1 | -1.3 | -10.1
Cc1nn(-c2ccccc2)c(C)c1/C=N/n1c(-c2ccc(C(C)(C)C)cc2)n[nH]c1=S | 8.8 | /
Cc1cc(C)cc(N(CC(=O)NCc2ccc3c(c2)OCO3)C(=O)CCC(=O)Nc2ccccn2)c1 | -15.5 | -3.2
Cc1cccc(NC(=O)NCc2ccccn2)c1 | -17.9 | /
CCCCN=C(C)C1=C(O)CSC1=O | -9.9 | 1.6
O=C(O)C1C2CCCCC2=C2CCCCC2C1C(=O)O (centres undefined) | -5.4 | -11.2
CCOc1cc(C)c(Cl)cc1S(=O)(=O)NCC1CCCO1 (centres undefined) | 2.4 | -46.5
Cc1cc(NC(=O)CSc2nc3ccccc3c(=O)n2C(C)c2ccccc2)no1 (centres undefined) | -19.3 | /
FC(F)Sc1nnc(-c2cccs2)n1-c1ccccc1 | 19.8 | -6.7
COc1ccc(CN2C(=O)C(O)(CC(=O)c3ccc4c(c3)OCO4)c3ccccc32)cc1OC (centres undefined) | -1.1 | /

Arranged by molecular weight (low to high): some entries from above
SMILES | RmlC RmlD mix | RT RNaseH block
C1CN(c2nc3nonc3n3nnnc23)CCO1 | -30.8 | -4.9
FC(F)Sc1nnc(-c2cccs2)n1-c1ccccc1 | 19.8 | -6.7
COc1cc(NC(=O)c2cnc(N)o2)cc(C(=O)Nc2cccc(C(F)(F)F)c2)c1 | 8.4 | /
COc1ccc(N2C(C)=CS/C2=C(/C#N)c2nnc(N3CCOCC3)n2-c2ccccc2)cc1 | 4.4 | -4.0
COC/C=C/C1=CC2=CC(=O)C(C)(OC(=O)c3cnc4ccccc4n3)C(=O)C2=CN1CCc1ccccn1 (centres undefined) | -11.9 | /

Further compounds follow.
SMILES | RmlC RmlD mix | RT RNaseH block
Cc1ccc(C)c(-n2c(SCC(=O)NCC3CCCO3)nnc2-c2ccoc2C)c1 (centres undefined) | -2.0 | -2.5
CCOc1ccccc1N1CC(C(=O)Nc2nccs2)CC1=O (centres undefined) | -11.1 | -14.3
COc1ccc(CC(=O)Nc2nccs2)cc1OC | / | -2.6
Cc1cc(NS(=O)(=O)c2ccc(NC(=O)c3cc4ccccc4o3)cc2)no1 | -6.3 | /
CCOc1ccc(CCNC(=O)C2CCN(c3ccc(N4CCOCC4)nn3)CC2)cc1OCC | / | 1.6
COc1ccc(N2CCn3c2nc2c3c(=O)n(CCc3ccccc3)c(=O)n2C)c(OC)c1 | -9.0 | 2.6
C=CCSc1nnc(NC(=O)CSc2nc3ccccc3o2)s1 | / | -2.2
COC(=O)C1=C(C)Nc2ccc(C)cc2S1 | -24.3 | 6.5
Nn1cc(-c2ccccc2)nc1SCC(=O)N1CCN(S(=O)(=O)c2ccccc2)CC1 | -23.9 | -6.4
CCCn1c(N)c(C(=O)CSc2nnc(-c3ccco3)n2Cc2ccccc2)c(=O)[nH]c1=O | -9.0 | -5.8
Cc1nc2sc(C(c3ccco3)N3CCN(C(c4ccccc4)c4ccccc4)CC3)c(O)n2n1 (centres undefined) | -10.8 | -5.2
Cc1nn(C)c(C)c1NC(=O)CSc1nc(C2CC2)nc2c1cnn2-c1ccccc1 | -2.2 | /
O=C(Nc1ccc2c(c1)OCCO2)c1ccc2nccnc2c1 | 5.5 | 3.2
Cn1c(=O)[nH]c(=O)c2c1nc(CN1CCN(c3cccc(Cl)c3)CC1)n2CCCc1ccccc1 | 6.7 | -3.1
COc1ccc(-c2nc(-c3cccc(C)c3)[nH]c(=O)c2C#N)cc1 | -4.3 | /
Cn1c(Cc2ccccc2)nnc1SCC(=O)N1CCOCC1 | -11.7 | -0.5
COc1ccc(-c2c(S(=O)(=O)c3ccccc3)cnn2-c2ccccc2)cc1 | -6.1 | /
Cc1ccc(SCC2CNc3nc4ccccc4c(=O)n32)c(C)c1 (centres undefined) | -7.4 | /
CCN(CC(=O)NCc1cccs1)S(=O)(=O)c1cccc(C(C)=O)c1 | -14.9 | -2.2
COc1cc(C2C(C(C)=O)=C(O)C(=O)N2CCN(C)C)ccc1O (centres undefined) | 6.0 | /
CCN(CC)C(=O)CSc1nc2cc(OC)c(OC)cc2c(=O)n1Cc1ccc(Cl)cc1 | -7.1 | /
O=C1C2(c3ccccc3)CN(CCCO)CC1(c1ccccc1)CN(CCCO)C2 | 63.3 | 9.8
CCCCN1C(=O)/C(=c2\sc3nc(=O)c(-c4ccccc4)nn3c2=O)c2ccccc21 | -2.7 | /
CCOC(=O)CSc1cc(CS(=O)c2ccc(Cl)cc2)nc(-c2ccccc2)n1 (centres undefined) | 2.3 | /
CCn1c(SCc2c(F)cccc2Cl)nnc1-c1ccco1 | -6.6 | -5.7
CC(C)(C)c1ccc(OC(=O)c2ccc3nsnc3c2)cc1 | -3.3 | /
C=CCN1C(=O)C(Cc2ccc(F)cc2)S/C1=N/N=C/c1cccs1 (centres undefined) | -17.3 | /
CCOC(=O)C(O)(c1ccc(NC(=O)c2ccco2)c(OC)c1)C(F)(F)F (centres undefined) | -5.5 | -13.3
Cc1ccccc1OCCn1c(=O)oc2ccccc21 | 6.1 | -66.8
Cn1c(SCc2nc3ccccc3[nH]2)nnc1-c1ccccn1 | 9.4 | -3.1
COC(=O)c1cccc(C23CC4(C2)[C@H](CN(Cc2ccc(C(F)(F)F)cc2)[C@@H]4c2ccccc2)C3c2ccccc2)c1 (some centres undefined) | -4.9 | /
CN(Cc1ccccc1)Cc1nc2c(c(=O)n(C)c(=O)n2C)n1CCCc1ccccc1 | -13.9 | 2.3
CN1Cc2sc(N)c(C#N)c2CC1(C)C | -13.0 | 3.9
CCCCNC(=O)CS(=O)Cc1nc(-c2cccs2)oc1C (centres undefined) | -7.9 | 0.7
O=C(CN(CC1CCCO1)C(=O)CCC(=O)Nc1nccs1)NCc1ccc2c(c1)OCO2 (centres undefined) | 48.4 | 11.9
COc1ccc(OCC(=O)NNC(=O)c2cccnc2)cc1 | -13.2 | /
Cc1cc2ccccc2n1CCNC(=O)COc1ccc2ccccc2c1 | -16.5 | /
O=C(Cn1c(=O)sc2ccccc21)OC(CCl)CCl | 11.9 | /
CCC1CCCCN1C(=O)Nc1cccc(NC(=O)N2CCCCC2CC)c1 (centres undefined) | -55.4 | 7.5
Cc1csc(NC(=O)Nc2cccc(Cl)c2)n1 | -12.3 | -14.5
CCC(C)Sc1nc2ccccc2c(=O)[nH]1 (centres undefined) | -8.6 | /
COC/C=C/C1=CC2=CC(=O)C(C)(OC(=O)c3cccs3)C(=O)C2=CO1 (centres undefined) | -9.9 | /
COc1ccccc1CN1C(=O)CN(C2CCCCCC2)C(=O)C1c1ccc(F)cc1 (centres undefined) | -7.8 | /
COc1ccc(-c2[nH]c(-c3ccccc3)nc2SCC(=O)NC2CCCC2)cc1 | -8.7 | /
Cc1ccc(NC(=O)Cc2ccc3c(c2)CCCC3)cc1C | 13.2 | /
Cc1cc(C(=O)N/N=C/c2cccc([N+](=O)[O-])c2)c(C)o1 | 6.5 | /
O=C1c2ccccc2-c2nccnc21 | 8.3 | -14.5
COC(=O)c1ccc(C(C(=O)NCc2ccccc2)N(Cc2cccs2)C(=O)c2cnccn2)cc1 (centres undefined) | 8.0 | /
Cc1nn(-c2ccccc2)c(Cl)c1C1C(C#N)=C(N)Oc2c1c(=O)oc1ccccc21 (centres undefined) | -4.3 | -7.9
